P. falciparum M17LAP: P. falciparum M17LAP inhibitors, primary screen, biochemical, fluorogenic H-Leu-NHMec substrate, 1536-well (AID 1619); 220,000 tested, 0.38% active; recombinant M17LAP, H-Leu-NHMec fluorogenic kinetic assay; higher % means a stronger effect; inhibition, % at 30 µM, or IC50 in µM where a hit was titrated;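 active means compound inhibiting the enzyme by more than half at any dose during confirmatory dose-response retesting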;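 further: plate controls were full reaction with DMSO carrier for no effect and no enzyme background for full effect; strong numbers were not always called active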
LYP inhibition: PTPN22 lymphoid phosphatase activity blockers – biochemical, fluorescence intensity, uHTS (AID 1779) | 290,000 tested, 0.054% active | recombinant LYP phosphatase, fluorescence intensity; higher % means a stronger effect | inhibition, % at 11.5 µM; hits with a dose series show IC50 in µM;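 further: plate controls were vehicle with enzyme for no effect and no enzyme for full effect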
PMI inhibition: human PMI inhibitors, high substrate, primary screen, biochemical, fluorescence intensity, high mannose 6-phosphate (AID 1220); recombinant PMI enzyme, coupled fluorescence intensity; higher % means a stronger effect; inhibition, % at 20 µM; hits with a dose series show IC50 in µM; 190,000 tested, 0.66% active
XIAP antagonists: XIAP antagonists, biochemical, IAP family, fluorescence polarization (AID 1018) | XIAP BIR domain, fluorescence polarization peptide displacement; higher % means a stronger effect | one-dose displacement, % at 20 µM; IC50 in µM for titrated hits | 200,000 tested, 0.007% active; in the data active means displacement above about 50%; further: a part of the inactive calls stands beside numbers as strong as those of hits
P. falciparum M1AAP: P. falciparum M1AAP inhibitors, biochemical, fluorogenic H-Leu-NHMec substrate, 1536-well (AID 1445) | inhibition, % at 30 µM, or IC50 in µM where a hit was titrated | recombinant M1AAP, H-Leu-NHMec fluorogenic kinetic assay; higher % means a stronger effect | 220,000 tested, 0.42% active;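 active means primary inhibition above the hit cutoff, then over 50% inhibition at one or more dose response concentrations, cut at about 23% in these data, passing the limit was not always enough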;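 further: plate controls were DMSO full reaction for no effect and no enzyme background for full effect; strong numbers were not always called active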
human PMI inhibition: inhibitors of human PMI, primary screen, biochemical, fluorescence intensity, coupled assay (AID 1209). purified PMI enzyme, coupled fluorescence intensity; higher % means a stronger effect. inhibition, % at 20 µM, or IC50 in µM where a hit was titrated. 190,000 tested, 0.42% active;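 further: plate controls were DMSO vehicle for no effect and wells lacking substrate for full effect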
Siah-1 displacement: Siah-1 peptide-binding antagonists, primary screen, biochemical, fluorescence polarization, rhodamine-plectin, uHTS (AID 1817). Siah-1 / rhodamine-plectin peptide fluorescence polarization; higher % means a stronger effect. one-dose displacement, % at 20 µM; IC50 in µM for titrated hits. 290,000 tested, 0.02% active;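 active means displacement of at least 50% at 20 µM, with a fluorescence ratio check between 0.3 and a set limit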;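 further: plate controls were Siah plus tracer with DMSO for no effect and tracer alone without Siah for full effect; strong numbers were not always called active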
Dynein transport: blocks dynein driven cargo transport along microtubules; AID 1381; 220,000 tested, 0.47% active; 3617.4 mouse cells, GR-EGFP nuclear translocation imaging; test concentration mostly 20 µM; stimulated with dexamethasone, 1 µM; active compounds read low; z-score, hits read low;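 active means plate z-score of nuclear minus cytoplasmic receptor signal below a set negative limit, without overly bright fluorescence or cell loss, cut at about -3.5 in these data, passing the limit was not always enough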;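 further: z-score of nuclear minus cytoplasmic ring GR-EGFP intensity difference per well; some compounds called inactive have numbers as strong as hits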
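medium = tetracycline-free induction medium containing charcoal-stripped FBS | probe or stimulus = dexamethasone, 1.0 µM final | timing = 48 h induction, then 1 h compound, then 30 min agonist, 37 °C | detection = automated 10x imaging of fixed Hoechst-stained cells | read-out basis = nuclear versus cytoplasmic GR-EGFP signal, averaged per well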
AID2073: inhibitors of Mint1-CaV2.2 protein interaction, biochemical, HTRF (AID 2073); inhibition, % at 20 µM, or IC50 in µM where a hit was titrated; 290,000 tested, 0.19% active; HTRF protein-protein interaction, Mint1-CaV2.2; higher % means a stronger effect; in the data active means inhibition mostly above about 51%, no sharp cut-off; further: some results filed as inactive read as strong as hits
Dynein transport cytoplasmic EGFP: recorded beside Dynein transport, whose call it bears; z-score; measured here: cytoplasmic GR-EGFP intensity; active compounds read high
Dynein transport nuclear GR-EGFP: further read-out of Dynein transport, marked with its call; z-score; measured here: nuclear GR-EGFP intensity;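 lower value marks the stronger effect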
Dynein transport cell count: also measured in Dynein transport; calls as there; z-score; measured here: cell count per field
The depositor's hits bear a star; . = no result given. Unless noted, no stated cut-off is given here; in the data, active means inhibition above about 50%; inactive means the rest.

SMILES	P. falciparum M17LAP	LYP inhibition	PMI inhibition	XIAP antagonists	P. falciparum M1AAP	human PMI inhibition	Siah-1 displacement	Dynein transport	Dynein transport cytoplasmic EGFP	Dynein transport nuclear GR-EGFP	Dynein transport cell count	AID2073
CCc1ccc2nc(N3C(=O)c4oc5ccccc5c(=O)c4C3c3ccc(OC)c(OC)c3)sc2c1 (stereo unspecified)	-8%	-4%	-5%	-2.6%	-1%	11%	15%	0.51	-0.27	0.38	0.39	12%
Cc1ccc(C(=O)NC(=S)Nc2cc(-c3nc4ccccc4s3)ccc2C)cc1	0%	4%	6%	-2.5%	-3%	11%	0%	-0.24	-0.2	-0.2	-0.19	2%
COCCCn1c(SCC(=O)Nc2ccccc2)nnc1-c1ccncc1	-5%	0%	1%	-1.8%	-2%	3%	-1%	0.0025	-0.22	-0.013	0.79	10%
Cc1noc(C)c1S(=O)(=O)Nc1ccc(C(=O)NCc2ccccc2)cc1	10%	-4%	-16%	-1.3%	11%	-17%	2%	1.2	-0.14	0.91	-1.1	4%
COC(=O)C1C(=O)C2=C(CC1C)NC(C)=C(C(=O)OC1CCCC1)C2c1ccc(N(C)C)cc1 (stereo unspecified)	0%	-7%	-13%	-6.6%	7%	-9%	-7%	-0.82	-0.27	-0.56	0.98	-5%
Cc1cccc(OCC(=O)N2CCN(C(=O)CCC3CCCC3)CC2)c1	-1%	-7%	10%	-3.6%	22%	-6%	-2%	0.032	-0.21	0.094	-0.15	-4%
Cn1c(CC(=O)Nc2ccc(Cl)c(Cl)c2)nnc1SCC(=O)Nc1nccs1	10%	0%	-5%	-5.3%	-4%	-2%	-1%	0.41	-0.12	0.87	-0.16	16%
CC(/C=N/NC(=O)Cc1cccs1)=C\c1ccco1	26%	4%	40%	-5.1%	7%	5%	-2%	-1.3	-0.12	-0.67	1	8%
O=C(NCCCN1CCC(Cc2ccccc2)CC1)C1CC(=O)N(C2CCCCCC2)C1 (stereo unspecified)	-3%	-5%	-9%	-8.9%	-4%	-13%	1%	-1.3	-0.04	-0.43	0.71	9%
COc1ccc(/C=C2\CCc3ccccc3C2=O)cc1OC	10%	-8%	34%	-6.4%	8%	21%	0%	-1.2	-0.12	-1	0.71	0%
Cc1ccc(-c2cc(Cc3ccc(F)cc3)c(=O)[nH]n2)cc1	-4%	0%	.	.	0%	.	9%	-0.86	-0.23	0.2	1.1	-5%
O=C(Nc1ccncc1)c1cc(F)cc(F)c1	-2%	8%	-4%	-1.7%	-6%	-10%	-2%	-0.96	-0.44	-0.29	0.75	15%
c1ccc(-c2cn3c(n2)CCC3)cc1	-4%	-10%	0%	-1.7%	-2%	-1%	4%	-1.1	0.2	-0.51	0.42	9%
Nc1[nH]n(-c2ccccc2)c(=O)c1N=Nc1ccccc1	1%	-6%	.	.	9%	.	13%	-1	-0.17	-0.43	0.33	-15%
CCCCC(=O)N1C/C=C\C(c2ccc(OC)cc2)N(Cc2ccc(F)cc2)C(=O)[C@H]1Cc1ccccc1 (stereo partly specified)	2%	-2%	.	.	-5%	.	-2%	1.3	-0.64	0.64	-1.2	5%

One compound at a time, from the list above. Order of screens: P. falciparum M17LAP	LYP inhibition	PMI inhibition	XIAP antagonists	P. falciparum M1AAP	human PMI inhibition	Siah-1 displacement	Dynein transport	Dynein transport cytoplasmic EGFP	Dynein transport nuclear GR-EGFP	Dynein transport cell count	AID2073
Cc1ccc(C(=O)NC(=S)Nc2cc(-c3nc4ccccc4s3)ccc2C)cc1 in the list: 0%	4%	6%	-2.5%	-3%	11%	0%	-0.24	-0.2	-0.2	-0.19	2%
Cc1cccc(OCC(=O)N2CCN(C(=O)CCC3CCCC3)CC2)c1 in the list: -1%	-7%	10%	-3.6%	22%	-6%	-2%	0.032	-0.21	0.094	-0.15	-4%
CC(/C=N/NC(=O)Cc1cccs1)=C\c1ccco1 in the list: 26%	4%	40%	-5.1%	7%	5%	-2%	-1.3	-0.12	-0.67	1	8%
c1ccc(-c2cn3c(n2)CCC3)cc1 in the list: -4%	-10%	0%	-1.7%	-2%	-1%	4%	-1.1	0.2	-0.51	0.42	9%
Cc1ccc(-c2cc(Cc3ccc(F)cc3)c(=O)[nH]n2)cc1 in the list: -4%	0%	.	.	0%	.	9%	-0.86	-0.23	0.2	1.1	-5%

The main list resumes; the 2 compounds before the break are reprinted first.
SMILES	P. falciparum M17LAP	LYP inhibition	PMI inhibition	XIAP antagonists	P. falciparum M1AAP	human PMI inhibition	Siah-1 displacement	Dynein transport	Dynein transport cytoplasmic EGFP	Dynein transport nuclear GR-EGFP	Dynein transport cell count	AID2073
Nc1[nH]n(-c2ccccc2)c(=O)c1N=Nc1ccccc1	1%	-6%	.	.	9%	.	13%	-1	-0.17	-0.43	0.33	-15%
CCCCC(=O)N1C/C=C\C(c2ccc(OC)cc2)N(Cc2ccc(F)cc2)C(=O)[C@H]1Cc1ccccc1 (stereo partly specified)	2%	-2%	.	.	-5%	.	-2%	1.3	-0.64	0.64	-1.2	5%
Cc1ccc(C(C(=O)NC2CCCCC2)N2CCCC2)cc1 (stereo unspecified)	10%	-2%	10%	-8.8%	5%	13%	-5%	-1.3	-0.078	-0.39	0.31	3%
O=C(Cc1ccccc1)Nc1ccc2oc(-c3ccncc3)nc2c1	5%	3%	1%	-6.9%	-2%	10%	-6%	-1.7	-0.19	-0.6	1.1	25%
Cc1cc(OC(F)F)ccc1NC(=O)Nc1ccc([N+](=O)[O-])cc1	2%	-7%	-1%	-4.5%	7%	13%	-3%	0.15	-0.28	-0.12	0.85	-6%
Cn1c(=O)c([N+](=O)[O-])c(NCC(O)c2ccccc2)c2ccccc21 (stereo unspecified)	8%	-8%	20%	-8.1%	-2%	20%	0%	0.081	-0.24	0.26	0.19	10%
CCOC(=O)c1cnc2ccc(C(=O)OC)cc2c1Nc1cccc(C(=O)O)c1	5%	2%	-7%	-1.9%	2%	-6%	4%	-0.63	-0.28	-0.28	0.15	9%
O=C(c1ccc(S(=O)(=O)Nc2ccc(F)cc2)cc1)N1CCN(c2ccccn2)CC1	6%	-2%	17%	-2.8%	3%	15%	2%	0.21	-0.22	-0.02	-0.95	-9%
CS(=O)(=O)Oc1ccc2c(c1)O/C(=C\c1cccnc1)C2=O	3%	0%	.	.	11%	.	9%	1.1	-0.19	0.5	-0.48	-14%
COc1cccc(/C=N/NC(N)=S)c1OS(=O)(=O)c1ccccc1	13%	2%	-5%	-1.6%	1%	-3%	4%	0.25	-0.16	0.48	-0.21	0%
CC(C)N(C(=O)Cn1cc(SCC(=O)NCC2CCCO2)c2ccccc21)C(C)C (stereo unspecified)	15%	-5%	-4%	-3.3%	9%	-9%	0%	0.14	-0.36	0.37	0.9	-6%
O=C(O)C1CCCCC1C(=O)Nc1ccccc1F (stereo unspecified)	34%	-2%	7%	-2.8%	-2%	9%	-6%	-0.54	0.39	0.1	0.24	-12%
O=S(=O)(c1ccc(F)c(Cl)c1)N1CCCC1	6%	-1%	4%	-2.5%	-2%	4%	-3%	1.1	-0.22	0.89	-0.14	12%
COc1ccc2nc3oc(C(=O)N4CCCCC4)cc3cc2c1	-41%	-5%	13%	-1.5%	-1%	5%	3%	-0.21	-0.062	0.23	-0.36	22%
Cc1ncoc1C(=O)Nc1ccc(Oc2ccccc2)cc1	7%	1%	-8%	-1.4%	1%	0%	-1%	0.099	-0.35	0.32	-0.69	0%
Cc1cc(C)nc(Nc2nc3ccccc3o2)n1	11%	-10%	.	.	9%	.	2%	0.15	-0.16	0.0099	0.19	5%
C(=N\N1CCN(c2ccccn2)CC1)/c1cccc2ccccc12	-4%	-6%	.	.	6%	.	12%	-0.3	-0.29	-0.22	0.52	-13%
O=S(=O)(N1CCCCC1)N1CCN(S(=O)(=O)N2CCCCC2)CC1	-2%	-5%	3%	-8.5%	-2%	17%	5%	0.19	-0.28	0.28	0.67	-6%
C/C(=C\CCC1(C)C2CC3C(C2)C31C)C(=O)O (stereo unspecified)	10%	-10%	.	.	-2%	.	-3%	0.69	-0.7	1	-0.89	8%
COc1ccc2[nH]c3c(c2c1)CCn1c-3nc2sc(C(=O)Nc3ccccc3)c(C)c2c1=O	6%	-4%	-5%	0.1%	-3%	10%	13%	0.37	-0.11	0.0046	0.17	17%
O=C(NCc1ccco1)C1CC(=O)N(c2ccc(F)cc2)C1 (stereo unspecified)	9%	5%	9%	3.7%	-10%	11%	6%	-0.86	-0.26	-0.85	1.2	-9%
Cc1ccc(CC(CC(=O)O)C(=O)NC2CCCCC2)cc1 (stereo unspecified)	10%	-3%	11%	-5.8%	2%	-4%	3%	-0.6	-0.2	-0.25	0.65	10%
Cc1ccc(C(=O)NC(=S)NNC(=O)CC#N)cc1	60%	-10%	1%	14%	-8%	12%	-3%	-1.3	-0.3	-0.52	0.36	4%
CC1=CC=CC2=NC(=O)CC(C)(C(=O)O)N12 (stereo unspecified)	-10%	-11%	-8%	-3.6%	19%	-4%	2%	0.99	-0.23	0.88	-0.56	20%
CCc1cccc(CC)c1NC(=S)NCc1ccc2[nH]c(C)cc2c1	2%	2%	9%	-9.6%	1%	2%	1%	-0.13	-0.078	0.84	0.21	0%
O=C(/C=C/c1ccccc1Cl)c1ccc[nH]1	-1%	-2%	-4%	-4.5%	4%	-2%	7%	0.75	-0.25	0.54	-0.62	-1%
N#CCSc1nc2[nH]ncc2c(=O)n1-c1ccccc1Br	26%	-6%	-9%	-3.3%	15%	-7%	2%	-2.1	-0.3	-1	0.5	8%

Bioassay records as filed in PubChem.
